# Assay outcomes from PubChem BioAssay.
# CHRM1 PAM: potentiates human M1 receptor response to acetylcholine | P11229 | CHO-K1 hM1, Fluo-8 calcium fluorescence, ACh EC20; 0% = ACh EC20, 100% = maximal ACh | activation, % at 3 µM | 360,000 compounds, 0.088% hits | AID 588819; in the data active means activation above about 19%, passing the limit was not always enough
# TAAR1 agonist: human TAAR1 agonism; Q96RJ0; CHO RD-HGA16 TAAR1, Fluo-8 calcium fluorescence; vehicle wells 0%, saturating PEA agonist 100%; activation, % at 3 µM; 360,000 compounds, 0.99% hits; AID 624467;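 active means activation above the mean activation of all test compounds in the run plus 3 SD, cut at about 38% in these data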
#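 System: CHO RD-HGA16 cells carrying human TAAR1 plus Gα16; Incubation: 17-24 h seeding, 75 min 37 °C dye, 30 min RT; Measured by: Fluo-8 fluorescence, 5 s baseline then 140 s kinetic read; Control set: DMSO and PEA EC100; Replication: single well for each compound.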
# OXTR ag: human OXTR agonism. activation, % at 3 µM. AID 2435. 320,000 compounds, 0.32% hits. CHO-OTR cells, Fluo-8 calcium fluorescence; normalized: DMSO 0%, oxytocin 100%. P30559;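 active means activation above the mean of all tested compounds plus 3 SD, cutoff set per screening run, cut at about 20% in these data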;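 further: peak over basal fluorescence ratio from a 100 s FLIPR kinetic read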
# OXTR potentiator: human OXTR potentiation; CHO-OTR cells, Fluo-8 calcium fluorescence, potentiator mode; 0% = oxytocin EC15, 100% = EC100; P30559; activation, % at 3 µM; 320,000 compounds, 0.061% hits;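 active means activation above that plate's cutoff, the mean activation of tested compounds plus 3 SD, cut at about 6.6% in these data, passing the limit was not always enough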;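 further: 100% uses oxytocin at 75 nM as the full agonist control; some results filed as inactive read as strong as hits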
#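 assay system = CHO-OTR cells, human receptor | schedule = compound 6 min at room temperature before oxytocin, 100 s read | detection = Fluo-8 intracellular calcium fluorescence, ex 470-495, em 515-575 nm | evaluation = normalized max/min fluorescence ratio, % activation | control set = EC15 oxytocin alone as 0%, 75 nM oxytocin (EC100) as 100%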
# M1 ag: agonists of human M1 muscarinic receptor. 360,000 compounds, 0.33% hits. activation, % at 3 µM. CHO-K1 hM1, Fluo-8 calcium fluorescence, agonist mode; 0% DMSO, 100% acetylcholine EC100. AID 588814. P11229;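 active means activation above the run's mean compound activation plus 3 SD, cut at about 16% in these data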;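 further: peak over basal fluorescence ratio within a 140 s kinetic read after compound addition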
# CHO parental Ca: signal in parental CHO cells, OX1R antagonist counter-screen; AID 463079; inhibition, % at 5.6 µM; 330,000 compounds, 0.63% hits; parental CHO-K1, ATP-induced calcium, Fluo-8 fluorescence;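 active means inhibition above that plate's mean sample inhibition plus 3 SD, cut at about 26% in these data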;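 further: 0% = ATP-challenged DMSO wells and 100% = DMSO wells without ATP; some compounds past the cut are filed as inactive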
#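 Measured by: calcium-sensitive Fluo-8 fluorescence / Test system: CHO parental line / Controls: ATP-challenged DMSO wells low, unchallenged DMSO wells high / Measure: % inhibition / Compound: single nominal dose of 5.6 µM per compound / Replicates: single well per compound, no replicates / Reagent: ATP as calcium-mobilizing challenge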
# V1R ag counter: activates human V1a receptor in oxytocin agonist counter-screen. CHO-V1R cells, Fluo-8 calcium fluorescence, agonist mode; 0% DMSO, 100% 3 nM vasopressin. AID 2797. 320,000 compounds, 0.25% hits. activation, % at 3 µM. P37288;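 active means activation above the mean activation of all tested compounds plus 3 SD, per screening run, cut at about 20% in these data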;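 further: signal is peak over basal fluorescence ratio across a 100 second FLIPR read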
# TAAR1 antag: antagonists of human TAAR1 | inhibition, % at 3 µM | CHO RD-HGA16 TAAR1, Fluo-8 calcium fluorescence, antagonist | Q96RJ0 | 360,000 compounds, 1.5% hits;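 active means inhibition above a per-plate cutoff, the mean inhibition of test compounds on that plate plus 3 SD, cut at about 49% in these data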;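 further: 0% = DMSO plus EC80 beta-PEA response and 100% = DMSO alone without agonist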
#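 Test system – hTAAR1-expressing CHO RD-HGA16 cells, Gα16-coupled · Also added – β-PEA at EC80 concentration, post-compound challenge · Compound – 3 µM, single point · Incubation – dye loading 75 min at 37 °C, then 30 min room temperature · Measured by – Fluo-8 intracellular calcium dye fluorescence, real-time kinetic reads · Benchmarks – vehicle and agonist controls · Replicates – singlicate, one well per test compound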
# M1 antag: antagonists of human M1 muscarinic receptor. inhibition, % at 3 µM. P11229. 360,000 compounds, 1.3% hits. CHO-K1 hM1, Fluo-8 calcium fluorescence, ACh EC80 antagonist;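 active means percent inhibition above its own plate's cutoff, namely the mean of that plate's compound wells plus 3 SD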;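 further: peak over basal fluorescence ratio during 140 s after agonist addition; 0% = ACh EC80 plus DMSO and 100% = DMSO alone without agonist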
# * marks the source's active call; other numbers are inactive results; · = no result given. This is a subset; count on the stated rates, not on these rows.
# Start of the listing, in advance, 3 compounds:
SMILES,CHRM1 PAM,TAAR1 agonist,OXTR ag,OXTR potentiator,M1 ag,CHO parental Ca,V1R ag counter,TAAR1 antag,M1 antag
Cn1c(O)c(N=Nc2ccc(S(=O)(=O)N3CCOCC3)cc2)c(=O)n(C)c1=O,7.4,2.2,-0.3,2.8,-6.0,-9.7,0.5,-3.5,-5.0
CC(C)[N+]12CCC(CC1)C(C(O)(c1ccccc1)c1ccccc1)C2 (stereo not given),-25.5,6.7,-0.9,-7.3,-7.8,8.9,-0.8,-16.7,92.9*
CC(C)Nc1nc(Cl)nc(NC(C)C)n1,5.7,0.0,-1.9,-7.3,-7.9,4.8,-0.6,10.9,-4.9

# The listing, from the start:
SMILES,CHRM1 PAM,TAAR1 agonist,OXTR ag,OXTR potentiator,M1 ag,CHO parental Ca,V1R ag counter,TAAR1 antag,M1 antag
Cn1c(O)c(N=Nc2ccc(S(=O)(=O)N3CCOCC3)cc2)c(=O)n(C)c1=O,7.4,2.2,-0.3,2.8,-6.0,-9.7,0.5,-3.5,-5.0
CC(C)[N+]12CCC(CC1)C(C(O)(c1ccccc1)c1ccccc1)C2 (stereo not given),-25.5,6.7,-0.9,-7.3,-7.8,8.9,-0.8,-16.7,92.9*
CC(C)Nc1nc(Cl)nc(NC(C)C)n1,5.7,0.0,-1.9,-7.3,-7.9,4.8,-0.6,10.9,-4.9
COc1ccc(CCNC2(C#N)CCCCC2)cc1OC,7.7,28.4,·,·,-2.2,·,·,-23.8,-10.2
CCN(CC)C(=O)c1ccc(N(Cc2ccccc2)S(C)(=O)=O)cc1,4.3,5.3,·,·,-3.2,·,·,-3.5,-3.7
CC(=O)O[C@@]12CO[C@@H]1C[C@@H](O)[C@@]1(C)C(=O)[C@H](O)C3=C(C)[C@@H](OC(=O)[C@H](O)[C@@H](NC(=O)c4ccccc4)c4ccccc4)C[C@@](O)([C@@H](OC(=O)c4ccccc4)C12)C3(C)C (stereo not given in full),0.2,3.6,0.5,-3.0,-4.7,-19.4,-0.5,-43.1,0.5
O=[N+]([O-])c1ccc(C2C3C(c4ccccc4)=NC4(CCCCC4)N32)cc1 (stereo not given),4.1,13.9,-1.9,-5.9,-6.0,-23.5,-1.0,6.5,-4.9
COc1cccc(CCNCc2c(F)cccc2F)c1,-5.8,3.5,0.1,-3.1,-13.2,-8.0,0.1,8.1,4.0
O=C(O)CNC1c2ccccc2CSc2ccccc21 (stereo not given),2.7,4.6,0.3,-2.2,-0.9,-7.4,0.1,-5.8,-5.2
CCCCCn1c(=O)c(C(=O)NCc2ccccn2)c(O)c2ccccc21,-3.6,7.9,-1.1,-15.3,-1.9,-23.4,-0.4,10.0,0.6
Cc1nc2cc([N+](=O)[O-])ccc2c(=O)n1-c1ccc(Br)cc1,8.8,0.7,0.7,3.0,-0.6,-12.1,1.9,-17.1,-21.4
CN(Cc1c[nH]c2ccccc12)C1CCCCC1,-15.8,4.1,1.1,-4.8,-1.1,-8.7,-0.1,-21.9,12.2
CC(C)c1ccc(-n2c(O)c(/C=N/N3CCOCC3)c(=O)[nH]c2=S)cc1,2.9,-0.5,0.8,-4.1,-5.0,-11.1,0.1,-1.2,-4.9
CCOc1cc(CNCCc2cccc(F)c2)ccc1OC,11.3,21.6,2.1,-15.4,-6.6,-21.2,1.4,-14.2,-17.9
CCCCn1c(O)c(/C=N/N2CCOCC2)c(=O)[nH]c1=S,4.8,0.5,-1.4,-10.9,2.1,-9.8,-0.8,0.5,-2.7
COc1ccc(CCn2c(O)c(C=NCc3ccc4c(c3)OCO4)c(=O)[nH]c2=O)cc1OC,9.1,10.0,-2.5,3.1,-5.1,-23.7,2.1,5.8,-5.1
C[C@]1(O)CCC2C3CC[C@H]4C[C@@H](OC(=O)CNC(=O)CN)CC[C@]4(C)C3CC[C@@]21C (stereo not given in full),-2.5,31.4,9.6,-6.4,-2.9,-1.4,8.4,14.8,-4.3
Cc1ccc(C(=O)N/C(=C\Cl)P(=O)(c2ccccc2)c2ccccc2)cc1,11.3,-0.7,-2.7,-5.6,-7.5,-8.2,-0.2,-11.6,-6.6
CCN1CCN(Cc2nc3ccc([N+](=O)[O-])cc3c(=O)n2-c2ccccc2F)CC1,-7.0,5.9,1.0,-4.8,-6.5,-9.9,-0.5,-8.9,12.0
CCC(=NCc1cccnc1)c1c(O)n(-c2ccccc2)c(=O)[nH]c1=O,9.3,5.3,0.9,0.0,-0.8,-6.7,-0.6,-14.8,0.7
COc1ccc(NC(=O)C2C3CCC(O3)C2C(=O)O)c(OC)c1 (stereo not given),8.9,5.4,0.2,-9.6,-6.1,-8.3,1.6,-10.2,-8.3
CCCCC(=O)N/N=C/c1c(O)n(Cc2ccco2)c(=O)[nH]c1=O,7.2,2.2,-1.3,-5.2,-6.9,-10.0,-0.5,-6.0,-6.9
O=c1c2ccccc2nc(CN2CCOCC2)n1-c1ccccc1F,5.4,3.4,0.3,-1.4,-0.9,-7.3,1.1,-5.5,-10.5
O=C(c1cccs1)c1cn(Cc2ccccc2Cl)c2ccccc12,3.5,19.0,1.6,-4.5,-3.4,10.5,1.0,15.7,-1.4
N=c1sc2c(n1Cc1ccccc1)CCCC2,-12.5,4.6,0.7,-7.1,-10.6,-3.1,0.8,12.5,-5.2
CCOP(=O)(OCC)C(NC(=O)NC)C(N)=O (stereo not given),1.1,1.7,1.6,0.3,-2.6,9.1,0.6,-5.5,-7.7
O=c1[nH]c2ccccc2n1C1CCN(C(c2ccccc2)c2nnnn2Cc2ccccc2)CC1 (stereo not given),-6.9,10.1,·,·,2.8,·,·,52.2*,-3.3
COC(=O)C1=C(c2ccccc2OCc2ccccc2)C[C@@H]2CC[C@H]1N2C(=O)NCc1ccc(N(C)C)cc1,-4.0,2.5,-1.6,-5.6,-7.7,-1.4,-0.5,33.4,2.5
COc1ccccc1N=Nc1c(O)[nH]c(=S)[nH]c1=O,7.5,-0.4,0.1,-0.8,-3.3,-11.5,1.4,-22.3,-9.7
Clc1ccc(C[n+]2c(-c3ccccc3)cc(-c3ccccc3)cc2-c2ccccc2)cc1,-14.2,8.5,0.8,-5.4,-5.7,63.2*,1.0,21.2,36.2*
C[C@]12CCCCC1=CC(=O)C1C2CC[C@@]2(C)C1C[C@@H](F)[C@@H]2O (stereo not given in full),2.6,2.1,·,·,1.9,·,·,3.0,-16.5
O=CC(Cl)P(=O)(N1CCOCC1)N1CCOCC1 (stereo not given),4.3,1.9,0.6,-8.5,-3.4,2.5,-0.9,-7.0,-1.5
CSc1ncc(Cl)c(C(=O)O)n1,6.4,11.9,0.4,-11.2,-2.3,-0.7,0.1,2.0,-10.4
CCCC(=O)NC(Oc1ccc(Cl)cc1Cl)C(Cl)(Cl)Cl (stereo not given),-2.5,1.3,3.1,-7.2,-2.7,1.1,0.8,-10.7,5.0
CCOc1ccc(-n2c(O)c(C=Nc3ccc(NC(C)=O)cc3)c(=O)[nH]c2=O)cc1,2.5,24.8,-0.3,-0.7,-2.4,-4.3,0.0,-3.4,-3.0
COc1ccccc1CN1CCCC(C(=O)c2ccccc2OC)C1 (stereo not given),-18.9,1.6,-1.7,-8.4,-9.0,0.1,2.5,-17.0,25.4
Cn1c(O)c(C=NC2CCN(Cc3ccccc3)CC2)c(=O)n(C)c1=O,-1.8,-0.4,-0.6,-7.3,-4.7,-14.5,0.0,2.2,1.8
Cc1cc(OCC(=O)N[C@@H](Cc2ccccc2)C(=O)O)c2c3c(c(=O)oc2c1)CCC3,3.7,2.2,0.5,-5.6,-5.3,2.6,0.9,-4.4,-0.6
COC(=O)C1=C(c2ccc(OCc3ccccc3)cc2)C[C@@H]2CC[C@H]1N2C(=O)NCc1ccc(C(C)(C)C)cc1,-6.4,0.9,·,·,2.4,·,·,-7.3,0.8
COc1ccccc1-n1c(-c2ccccc2)nc2ccccc2c1=O,5.3,-1.8,·,·,-2.2,·,·,22.1,-16.3
CC1CC2C(C(O)CC3(C)C(O)CCC23)C2(C)CCC(=O)C=C12 (stereo not given),5.3,1.9,·,·,-2.0,·,·,13.1,-11.2
CC(C)CN1Cc2cc(N3CCCCC3)ccc2-n2nncc2C1,-9.0,-1.6,·,·,-11.9,·,·,2.6,0.4
CC(=O)OC1C(O)C(C)OC(OC2C(OC(=O)C3CCC4C(C3)OC3(CC(OC(=O)/C=C/c5ccccc5)C(C)CO3)C43CO3)OC(C)C(O)C2OC(C)=O)C1O (stereo not given),9.8,1.4,·,·,-4.1,·,·,7.7,-17.4
CC(C)[C@H]1CC2C3CC=C4C[C@@H](O)CC[C@]4(C)C3CC[C@]2(C)[C@H]1O (stereo not given in full),-10.4,14.3,0.9,-3.2,-4.2,-14.4,0.0,-15.1,17.2
C[C@]12CCC3C(CC[C@H]4C[C@H](O)CC[C@]34C)C1CC(=O)[C@@H]2O (stereo not given in full),-7.4,16.1,1.7,-4.5,1.7,-11.1,0.8,37.4,-5.2
COC(=O)C1=C(c2ccccc2)C[C@@H]2CC[C@H]1N2C(=O)NCc1cccc2ccccc12,9.9,5.1,-1.1,-8.7,-9.1,-15.1,-1.4,1.8,-12.4
C/C(O)=C(\C#N)C(=O)Nc1cc(Br)ccc1Br,-0.8,1.5,0.0,0.4,-2.0,-4.1,0.5,-14.7,-9.9
Oc1ccccc1C1NCc2ccccc2-n2cccc21 (stereo not given),16.8,3.1,0.3,-0.9,-2.4,-19.2,-0.8,-2.9,-11.9
CC1(C)C2([N+](=O)[O-])CNCC1([N+](=O)[O-])CNC2,10.0,8.9,-0.1,-4.9,-3.5,-6.9,-0.7,-6.6,-10.7
CCC1CN1P1(=O)OCC(C)([N+](=O)[O-])CO1 (stereo not given),18.9,2.0,·,·,2.0,·,·,-20.4,-18.8
COc1ccccc1NP1(=O)OCC(C)([N+](=O)[O-])CO1 (stereo not given),5.5,1.7,·,·,0.6,·,·,-21.6,-11.9

# Record cards, from the list above. Values in the order: CHRM1 PAM | TAAR1 agonist | OXTR ag | OXTR potentiator | M1 ag | CHO parental Ca | V1R ag counter | TAAR1 antag | M1 antag
# Entry for Oc1ccccc1C1NCc2ccccc2-n2cccc21 (stereo not given) = 16.8 | 3.1 | 0.3 | -0.9 | -2.4 | -19.2 | -0.8 | -2.9 | -11.9
# Entry for C[C@]12CCC3C(CC[C@H]4C[C@H](O)CC[C@]34C)C1CC(=O)[C@@H]2O (stereo not given in full) = -7.4 | 16.1 | 1.7 | -4.5 | 1.7 | -11.1 | 0.8 | 37.4 | -5.2
